Assay outcomes as filed in PubChem.
Autophagy mod = autophagy modulators in MEF cells, primary screen, imaging, high-content, MEF GFP-LC3. MEF GFP-LC3 puncta imaging; test concentration mostly 10 µM. calls only at 10 µM (by protocol). 190,000 compounds, 0.98% hits. AID 463193, 2010;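 active = percentage of spot-positive cells more than 3 SD above its plate mean, without a fluorescence outlier flag or 80% toxicity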;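 note: spot-positive cell cutoff set from DMSO-treated cells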
bCat nuc transl = modulators of beta-catenin nuclear translocation, primary screen, imaging, HeLa cells, immunofluorescence, high-content. nuclear translocation activity, % at 5 µM. 190,000 compounds, 0.3% hits;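 active = nuclear translocation activity above 50% at 5 µM, with a well cell count of 50 or more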;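 note: per-cell ratio of nuclear to cytoplasmic median beta-catenin stain intensity; plate controls were DMSO negative control for no effect and GSK-3 inhibitor IX positive control for full effect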
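Test system: human HeLa cells, native beta-catenin. Compound dosing: 5 µM primary single dose, 0.1% DMSO, 0.02–20 µM confirmation series. Incubation: compound exposure 24 h at 37°C. Detection: beta-catenin immunostaining with DAPI counterstain, 20x imaging, 6 fields/well. Read-out basis: Nuclear/cytoplasmic beta-catenin signal ratio, % activation.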
Dynein transport = inhibitors of GR-EGFP nuclear translocation, primary screen, dynein cargo transport inhibitor project, imaging, high-content, 3617.4 mouse cells. 220,000 compounds, 0.47% hits. z-score, hits read low. test concentration mostly 20 µM; stimulated with dexamethasone, 1 µM; hits give low values;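 active = plate z-score of nuclear minus cytoplasmic receptor signal below a set negative limit, without overly bright fluorescence or cell loss, cut at about -3.5 in these data, passing the limit was not always enough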;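 note: z-score of nuclear minus cytoplasmic ring GR-EGFP intensity difference per well; some compounds called inactive have numbers as strong as hits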
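Buffer or medium: tet-free, stripped-serum medium; reagent: dexamethasone at 1.0 µM final, 30 min; incubation: 48 h induction, 1 h compound, 30 min dex at 37 °C; measured by: formaldehyde fixation, Hoechst nuclear stain, 10x automated fluorescence imaging; read-out: nuclear-to-cytoplasmic GR-EGFP distribution per well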
Yfh1-off respiration = enhancers of respiration in Yfh1-depleted yeast, dose response, Friedreich's ataxia, plus single-dose screen (AID 1465). S. cerevisiae Yfh1-off respiration, WST-1 reduction, 72 h; higher fold induction means a stronger effect. fold induction at 50 µM, or EC50 in µM where a hit was titrated. 220,000 compounds, 0.074% hits;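 active = fold induction of absorbance versus untreated yeast above a set limit, then at least 30% activation at any dose in follow-up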;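 note: activators that raise dye reduction in frataxin-depleted yeast; strong numbers were not always called active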
MT stabilizer = microtubule stabilizers in HeLa cells, primary screen, imaging, high-content imaging; HeLa tubulin immunostaining HCS, 24 h; share of cells brighter than vehicle mean+2SD; % tubulin-high responders, % at 10 µM; 200,000 compounds, 0.83% hits; AID 2205, 2009;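 active = plate Z-score above 3 for both tubulin-high and condensed-nucleus cell shares, with cell loss under 80%, at 10 µM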;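 note: anti alpha tubulin signal scored within the nucleus-defined area of each cell; some results filed as inactive read as strong as hits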
NOD1 NF-kB reporter = NOD1 signaling inhibitors, primary screen, cell-based, luminescence, uHTS (AID 1578) | 290,000 compounds, 1% hits | NOD1-driven NF-kB luciferase reporter cells, luminescence; higher % means a stronger effect | inhibition, % at 4 µM; hits with a dose series show EC50 in µM; in the data active = inhibition mostly above about 36%, no sharp cut-off; inactive = mostly below about 34%;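 note: HEK-293T reporter cells stimulated with the NOD1 agonist gamma-tri-DAP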
Insulin prom up = insulin promoter activators in MIN6 cells, imaging, high-content screening, mouse beta cells | MIN6 insulin promoter-GFP reporter; hits give high values | z-score at 5 µM | 190,000 compounds, 0.3% hits;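 active = z-score above 3 at 5 µM with at least 500 cells counted in the well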
NOD2 inhibition = NOD2 signaling inhibitors, cell-based, luminescence, uHTS, HEK293 (AID 1566) | HEK293 NOD2/NF-kB luciferase reporter, luminescence; higher % means a stronger effect | inhibition, % at 4 µM; hits with a dose series show EC50 in µM | 290,000 compounds, 0.63% hits; in the data active = inhibition above about 50%; note: many of its hits are not listed in these tables
P. falciparum M17LAP = P. falciparum M17LAP inhibitors, primary screen, biochemical, fluorogenic H-Leu-NHMec substrate, 1536-well (AID 1619); recombinant M17LAP, H-Leu-NHMec fluorogenic kinetic assay; higher % means a stronger effect; inhibition, % at 30 µM, or IC50 in µM where a hit was titrated; 220,000 compounds, 0.38% hits;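 active = compound inhibiting the enzyme by more than half at any dose during confirmatory dose-response retesting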;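 note: plate controls were full reaction with DMSO carrier for no effect and no enzyme background for full effect; strong numbers were not always called active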
Dynein transport cytoplasmic EGFP = recorded beside Dynein transport, whose call it bears; z-score; measured here: cytoplasmic GR-EGFP intensity; hits give high values
Dynein transport nuclear GR-EGFP = further read-out of Dynein transport, marked with its call; z-score; measured here: nuclear GR-EGFP intensity;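 lower value marks the stronger effect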
Dynein transport cell count = further read-out of Dynein transport, marked with its call; z-score; measured here: cell count per field
Insulin prom up cell count = also measured in Insulin prom up; calls as there; cell count; measured here: cytotoxicity, nuclei count;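 total cells summed across four imaged fields per well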
bCat nuc transl cell count 5 µM = also measured in bCat nuc transl; calls as there; cell count; measured here: cell count, cytotoxicity flag
MT stabilizer Hoechst-high % = second read-out of MT stabilizer, no call of its own (marks repeat the call); % Hoechst-high responders; measured here: nuclear condensation Hoechst responders;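 share of cells brighter than vehicle mean plus two SD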
MT stabilizer cytotoxicity % = second read-out of MT stabilizer, no call of its own (marks repeat the call); toxicity, %; measured here: cytotoxicity by cell density;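 0% = mean cell density of plate MIN control wells and 100% = no cells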
Autophagy mod cell loss 18 h = recorded beside Autophagy mod, whose call it bears; toxicity, %; measured here: cell loss, nuclei count;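 cell loss after 18 h compound exposure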
An asterisk follows results filed as active; i = inactive; . = no result given; + = active, no number; & = joins results of further samples.

canonical_smiles	Dynein transport	Dynein transport cell count	P. falciparum M17LAP	MT stabilizer cytotoxicity %	Autophagy mod	Insulin prom up cell count	MT stabilizer	MT stabilizer Hoechst-high %	bCat nuc transl cell count 5 µM	NOD1 NF-kB reporter	Insulin prom up	Dynein transport nuclear GR-EGFP	Yfh1-off respiration	NOD2 inhibition	Dynein transport cytoplasmic EGFP	Autophagy mod cell loss 18 h	bCat nuc transl
CC1=NN(C(=O)CCc2ccc3c(c2)OCO3)C(O)(C(F)(F)F)C1 (stereo not given)	0.13	0.32	-5%	4.6	i	1509	4.1	1.6	1469	-11%	0.08	0.27	i	4%	-0.28	17	0.7
CCc1nc2ccccc2c(C(=O)O)c1C	0.27	0.26	-1%	6.6	i	931	2.8	2.5	1106	-15%	0.66	0.098	i	-6%	-0.21	5	-1.2
O=C(NCC(=O)N(c1ccc2c(c1)OCO2)C(C(=O)NC1CCCC1)c1ccncc1)c1ccco1 (stereo not given)	-0.34	-0.35	10%	5.7	i	1183	2.3	1.3	1215	2%	-1.3	-0.25	i	8%	-0.14	0	-5.2
COc1ccc(-c2nc(NC(=O)c3[nH]c(C)c(C(C)=O)c3C)sc2C)cc1	0.13	0.77	-2%	2.4	i	1075	4.9	5.3	1041	13%	-1.2	-0.013	i	4%	0.31	8	0.6
COc1ccc(CNC(=O)c2ccc3c(=O)n(CCCN4CCCC4=O)c(=S)[nH]c3c2)cc1	-0.48	0.83	6%	4.4	i	.	2.8	1.2	1131	-13%	.	-0.23	i	13%	-0.3	8	-2.2
CCOC(=O)c1c(C)[nH]c(C)c1C(=O)COc1ncnc2ccccc12	-0.42	0.58	12%	1.8	i	1134	2.8	1.4	1098	-12%	-0.61	-0.086	i	15%	-0.36	-1	0.5
COc1cc(C2CC(=O)Oc3c(C(CCN4CCCC(C)C4)c4ccc(N(C)C)cc4)c(OC)cc(OC)c32)cc(OC)c1OC (stereo not given)	-0.048	-0.0076	0%	.	.	.	.	.	1117	4%	.	0.0042	i	10%	-0.84	.	-2.4
COC(=O)N1CCN(CCc2ccccc2)CC1	-1.4	0.39	4%	5.5	i	1533	5.3	2.3	1058	-30%	0.9	0.066	i	-1%	-0.32	3	-1.5
COc1cccc(C(=O)NCC(=O)N/N=C/c2ccc(OC(=O)c3cccs3)c(OC)c2)c1	-0.12	-0.35	16%	11	i	1386	2.5	2.3	928	-21%	0.23	-0.39	i	-2%	-0.28	-2	-0.4
C=CCN1C(=O)/C(=C/c2ccc(OC)cc2)S/C1=N/c1nccs1	1.2	-0.13	1%	6.5	i	1452	7.9	1.8	1073	-15%	0.09	0.42	i	10%	-0.025	2	-1.5
CCOc1ccc(C(=O)N2CCSC2=S)cc1	-0.52	0.63	3%	5.3	i	1174	2.8	2.7	480	1%	1.1	-0.21	i	19%	-0.21	1	-0.4
COc1ccc2nc(SCC(=O)Nc3ccccc3OC)[nH]c2c1	-0.42	-0.17	6%	.	.	1476	.	.	1221	-2%	0.13	-0.17	i	13%	-0.21	.	-4.3
CCc1cc2ccc(C)cc2nc1SCC(=O)Nc1c[nH]c(=O)[nH]c1=O	-0.18	0.65	21%	3.2	i	1655	2.2	1.8	903	0%	1.7	-0.18	i	8%	-0.36	-7	-2.3
C/C=C\C(=O)Nc1cccc(C2=NOC3(C2)C[C@@H](C(N)=O)N(C(=O)c2ccc(OC)cc2)C3)c1 (stereo not given in full)	0.19	-0.33	-9%	.	.	1066	.	.	1137	2%	0.34	0.15	i	15%	-0.78	.	-0.2
CC(C)(C)c1ccc(S(=O)(=O)N2CCC(c3nc4ccc(Cl)cc4[nH]3)CC2)cc1	-0.76	-0.17	8%	0.9	i	.	2.4	1.5	501	-19%	.	-0.55	i	-19%	-0.24	3	0.3
Cc1cc(Nc2ncc(Cl)cc2Cl)n(-c2ccccn2)n1	-0.56	-0.27	-7%	1.3	i	1071	2.6	3.0	930	-106%	0.97	0.091	i	17%	-0.14	-12	-5.3
CCC(=O)Nc1ccc2c(c1)OCCO2	-0.51	0.57	-8%	11	i	1553	2.1	2.1	1344	-13%	-0.54	-0.85	i	-8%	-0.18	-3	-0.3
NC(=O)N/N=C(/CCCCCC/C(=N\NC(N)=O)c1ccccc1)c1ccccc1	4.2	-1.8	0%	.	.	1515	.	.	1097	37%*	0.18	1.9	i	-2%	-0.25	.	-4.1
COc1ccc2nc(NC(=O)C3COc4ccccc4O3)sc2c1 (stereo not given)	1.8	-1.7	7%	4.5	i	976	6.2	1.5	.	-40%	1.6	1.6	i	-201%	0.25	6	.
CN(Cc1cccnc1)Cc1cn(Cc2ccccc2)nc1-c1ccc2c(c1)OCO2	-0.4	1.3	.	5.7	i	1583	1.2	1.3	1029	-14%	-0.34	-0.026	i	11%	-0.36	12	0.5
COC(=O)c1sccc1NC(=O)COc1ccc(Cl)cc1	0.26	-0.35	-3%	0.9	i	2221	3.2	1.6	901	-11%	-0.38	-0.15	i	-26%	-0.25	15	0.7
COc1cccc(NC(=O)Nc2cc(NC(=O)Nc3cccc(OC)c3)c(C)nc2C)c1	0.14	0.25	-2%	7.2	i	1357	7.9	2.4	982	-41%	-0.17	-0.13	i	-6%	-0.33	7	-1.2
COc1ccc(Cn2c(=O)c3c(nc(NCCO)n3C)n(C)c2=O)cc1	0.18	0.36	3%	10	i	1379	2.2	2.6	1123	-4%	0.02	0.47	i	11%	-0.17	18	1.3
COc1ccc(-c2cc(C(F)(F)F)n3nc(C(=O)N4CCOCC4)nc3n2)cc1	-0.48	1.1	-2%	9.2	i	1216	2.6	1.7	998	-22%	0.66	0.31	i	0%	-0.17	7	-1.1
COc1ccccc1NC(=O)CSc1nc(O)cc(=O)n1C	-0.98	-0.14	31%	3.9	i	1287	3.9	1.8	1056	-24%	-0.23	-0.26	i	-5%	0.072	-5	-0.2
COc1cccc2sc(N(CCN(C)C)C(=O)/C=C/c3cccs3)nc12	0.66	-0.027	-1%	8.0	i	1072	1.8	2.1	971	-8%	0.8	0.41	i	7%	0.17	-36	1.2
CCN1C(=O)N/C(=C/c2ccc(C)o2)C1=O	-0.08	-1.1	2%	6.8	i	1269	3.9	3.2	560	-18%	0.25	-0.074	i	-2%	-0.18	-4	-2.9
CCOC(=O)c1c(NC(=O)CSc2nc3cc(Cl)ccc3s2)sc(C(C)=O)c1C	1.7	-0.39	3%	11	i	1346	1.8	2.7	970	-5%	-0.05	0.93	i	12%	-0.18	3	-1.2
CC1CCN(C(=O)CN2C(=O)C(=O)c3ccccc32)CC1	0.75	-0.6	-46%	9.3	+	1037	1.9	4.2	.	-16%	-0.63	0.79	i	8%	0.4	-1.8*	.
CCN(Cc1ccccc1)C(=O)CC1Oc2ccccc2NC1=O (stereo not given)	-1	0.96	3%	8.7	i	937	1.6	3.7	.	-4%	0.38	-0.43	i	13%	-0.24	-4	.
Cn1c(SCC(=O)N2CCCC2)nnc1-c1cnccn1	0.55	-0.56	-3%	8.3	i	1506	2.9	2.4	1514	-18%	0.74	0.23	i	7%	-0.17	1	0.2
COC(C[C@H]1O[C@H]1[C@@H](O)[C@H](C)OCc1ccccc1)OC	-0.61	1	5%	.	.	1093	.	.	1321	1%	-0.21	-0.27	i	16%	-0.83	.	-0.2
Cn1cc(Cl)c(C(=O)N/N=C/c2ccc(OS(=O)(=O)c3ccccc3)cc2)n1	-0.063	-1	11%	3.5	i	977	3.6	3.0	1321	-20%	-0.14	0.51	i	15%	0.042	-2	-2.1
O=C(CCCn1c(=O)oc2ccccc21)N1CCN(c2ccc(F)cc2)CC1	1.3	-0.49	7%	.	.	810	.	.	1296	0%	1.5	0.27	i	3%	-0.77	.	-0.3
CCCCOc1ccc(NC2=NC3(CCCC3)N=C(N)N2)cc1	-0.83	0.56	-6%	8.0	i	1188	16	6.9	1068	-26%	-1	-0.36	i	4%	-0.15	23	0.0
Fc1ccc(SCCc2ccccn2)cc1	-1&1.4	0.34&-0.44	-7%&-5%	.	.	1305&1318	.	.	1290&944	-13%&3%	-0.43&0.11	-0.51&0.58	i	-10%&21%	-0.25&-0.25	.	2.5&0.2
CCCN1C(=O)/C(=C/C=C2\N(CC)c3ccccc3C2(C)C)SC1=S	-7.9	0.68	-12%	9.0	+	.	18	2.0	905	14%	.	1.6	i	20%	21	19*	-2.6
Cc1ccc(NC(=O)CN(C)C(=S)NC2CC2)cc1	-0.51	-0.85	-7%	6.5	i	1412	2.8	2.3	1147	-34%	-0.52	-0.26	i	5%	-0.24	-4	2.1
Cc1ccc(O)c(NC(=O)C2CC(c3c(F)cccc3Cl)=NO2)c1 (stereo not given)	-0.46	0.31	6%	6.3	i	1181	3.6	2.5	1134	-26%	0.63	-0.29	i	-8%	-0.25	13	5.7

The list is partial; the hit share may differ from the screen's.
